OXTR agonist: human OXTR agonists, primary screen, fluorescence, CHO-OTR cells, Fluo-8 calcium; Fluo-8 calcium fluorescence; normalized: DMSO 0%, oxytocin 100%; activation, % at 3 µM; actives 0.32% (n = 320,000);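 active means activation above the mean of all tested compounds plus 3 SD, cutoff set per screening run, cut at about 20% in these data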;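 further: peak over basal fluorescence ratio from a 100 s FLIPR kinetic read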
Target sequence (P30559 whole entry, looked up): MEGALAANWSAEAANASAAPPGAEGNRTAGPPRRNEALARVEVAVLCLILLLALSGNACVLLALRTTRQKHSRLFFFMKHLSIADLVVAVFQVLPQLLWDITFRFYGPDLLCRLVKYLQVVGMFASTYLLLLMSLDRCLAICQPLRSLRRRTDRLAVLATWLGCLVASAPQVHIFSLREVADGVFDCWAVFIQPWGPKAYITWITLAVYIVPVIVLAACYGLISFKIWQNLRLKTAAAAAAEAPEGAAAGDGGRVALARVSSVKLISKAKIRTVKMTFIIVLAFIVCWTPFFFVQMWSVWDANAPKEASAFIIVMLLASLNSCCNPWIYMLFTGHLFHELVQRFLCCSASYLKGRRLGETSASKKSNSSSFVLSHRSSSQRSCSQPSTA
PHOSPHO1 block: PubChem AID 1565; Phosphoethanolamine/phosphocholine phosphatase (Homo sapiens), Q8TCT1; recombinant PHOSPHO1, absorbance phosphatase assay; inhibition, % at 13.3 µM; actives 1.1% (n = 290,000); in the data active means inhibition above about 60%
Target sequence (Q8TCT1 whole entry, looked up): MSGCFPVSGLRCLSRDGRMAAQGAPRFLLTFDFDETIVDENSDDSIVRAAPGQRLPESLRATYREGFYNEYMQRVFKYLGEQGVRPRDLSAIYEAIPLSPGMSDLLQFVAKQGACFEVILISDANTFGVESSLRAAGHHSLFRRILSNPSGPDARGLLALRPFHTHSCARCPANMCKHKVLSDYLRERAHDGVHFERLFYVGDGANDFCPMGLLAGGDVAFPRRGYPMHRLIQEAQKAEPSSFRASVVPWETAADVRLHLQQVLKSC
FID counter: compounds displacing fluorescent DNA intercalator, primary screen, artefact control for HCV NS3 helicase inhibitor project, biochemical, FID fluorescence. DNA fluorescent intercalator displacement. inhibition, % at 7.9 µM. actives 0.17% (n = 290,000); in the data active means inhibition above about 37%;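 further: 0% = vehicle and 100% = reference compound; higher means more ethidium bromide displaced from hairpin DNA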
VIM-2 inh: VIM-2 metallo-beta-lactamase inhibitors, primary screen, biochemical, epi-absorbance readout, Pseudomonas aeruginosa enzyme | purified VIM-2, nitrocefin hydrolysis, epi-absorbance fluorescence | inhibition, % at 5.6 µM | actives 0.89% (n = 290,000) | AID 1527, 2009;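 active means inhibition above the mean of all tested compounds plus 3 SD, cutoff set per screening run, cut at about 7.5% in these data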;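 further: red hydrolysis product quenches plate fluorescence so inhibitors raise well fluorescence; 0% = enzyme with DMSO and 100% = DMSO without enzyme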
IMP-1 inhibitor: IMP-1 metallo-beta-lactamase inhibitors, primary screen, biochemical, epi-absorbance readout, Pseudomonas aeruginosa enzyme; purified IMP-1, nitrocefin hydrolysis, epi-absorbance fluorescence; inhibition, % at 5.6 µM; actives 0.45% (n = 290,000); AID 1556, 2009;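 active means inhibition above the mean plus 3 SD of all compounds in the same screening run, cut at about 4.5% in these data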;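 further: 0% = IMP-1 with DMSO and 100% = DMSO wells lacking enzyme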
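System: Purified recombinant IMP-1 metallo-beta-lactamase enzyme | Measured by: Fluorescence quenching readout, ex 480/em 530 nm | Replication: Singlicate | Incubation: 15 min preincubation plus 25 min reaction at 25 °C | Evaluation: Percent inhibition from optical density relative to buffer-blank wells | Benchmarks: DMSO with and without IMP-1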
HCV NS3 hel inh: inhibitors of HCV NS3 helicase, primary screen, biochemical, Cy5 molecular beacon fluorescence. inhibition, % at 10.9 µM. Hepatitis C virus NS3 helicase. NS3 helicase DNA unwinding. actives 0.56% (n = 290,000);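 active means inhibition above the mean of all tested compounds plus 3 SD, set per campaign, cut at about 35% in these data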;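 further: 0% = DMSO wells and 100% = thioflavine S control wells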
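Material: hepatitis C virus NS3 helicase domain fragment enzyme; measured by: Cy5 fluorescence, 0 and 60 min reads; control set: DMSO and thioflavine S; incubation: 60 min unwinding reaction at 25 °C after ATP addition; read-out basis: % inhibition from 60/0 min fluorescence ratio, DMSO 0%, thioflavine S 100%; repeats: singlicate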
V1aR counter: agonists of human V1a receptor, primary screen, counter-screen for OXTR agonist project, fluorescence, CHO-V1R cells; Vasopressin V1a receptor (Homo sapiens), P37288; Fluo-8 calcium fluorescence, agonist mode; 0% DMSO, 100% 3 nM vasopressin; activation, % at 3 µM; actives 0.25% (n = 320,000); AID 2797, 2010;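 active means activation above the mean activation of all tested compounds plus 3 SD, per screening run, cut at about 20% in these data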;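 further: signal is peak over basal fluorescence ratio across a 100 second FLIPR read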
Target sequence (P37288 whole entry, looked up): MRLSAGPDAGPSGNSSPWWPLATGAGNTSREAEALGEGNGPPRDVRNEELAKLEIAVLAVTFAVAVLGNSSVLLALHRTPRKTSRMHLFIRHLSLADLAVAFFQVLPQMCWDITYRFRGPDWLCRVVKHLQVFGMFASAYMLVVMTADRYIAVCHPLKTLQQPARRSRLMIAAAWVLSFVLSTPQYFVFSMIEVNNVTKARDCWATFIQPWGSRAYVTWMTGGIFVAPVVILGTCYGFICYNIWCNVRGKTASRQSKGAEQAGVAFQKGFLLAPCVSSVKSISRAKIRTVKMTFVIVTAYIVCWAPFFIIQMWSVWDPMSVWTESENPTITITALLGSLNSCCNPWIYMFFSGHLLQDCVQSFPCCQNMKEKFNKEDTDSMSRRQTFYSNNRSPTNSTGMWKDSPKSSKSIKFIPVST
GPR7 antagonist: GPR7 receptor antagonists, primary screen, cell-based, fluorescence, single concentration | inhibition, % at 4.4 µM | Neuropeptides B/W receptor type 1 (Homo sapiens), P48145 | actives 1.1% (n = 290,000) | GPR7-expressing cells, fluorescence antagonist assay | AID 1861, 2009; in the data active means inhibition above about 16%, passing the limit was not always enough;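 further: cells stimulated with the agonist NPW; 0% = agonist with vehicle and 100% = vehicle without agonist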
GalR3 antag: GalR3 antagonists in HEK293 cells, primary screen, cell-based, fluorescence readout; Galanin receptor type 3 (Homo sapiens), O60755; HEK293 GalR3-CNG cAMP membrane potential fluorescence; galR3 body fused to GalR1 C-terminus; inhibition, % at 3 µM; actives 0.44% (n = 360,000); AID 651719, 2012;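 active means inhibition above the screen-wide average plus 3 SD, cut at about 13% in these data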;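 further: forskolin and galanin both at EC90 stimulate the cells; cAMP rise reported by CNG channel membrane potential dye signal; 0% = forskolin plus galanin with DMSO and 100% = forskolin alone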
* marks the source's active call; other numbers are inactive results; . = not tested or not shown.

SMILES	OXTR agonist	PHOSPHO1 block	FID counter	VIM-2 inh	IMP-1 inhibitor	HCV NS3 hel inh	V1aR counter	GPR7 antagonist	GalR3 antag
O=C(NCCCn1ccnc1)C(=O)NCC1OCCCN1S(=O)(=O)c1ccccc1 (stereo unspecified)	-0.4	5.9	4.4	-1.0	10.0*	-10.0	1.9	-14.0	-1.0
CCSc1nc2[nH]ncc2c(=O)[nH]1	-0.3	7.4	3.8	-1.1	-5.3	1.6	-0.6	-10.2	-0.8
Cc1c(O)ccc(/C(Cc2ccc3ccccc3n2)=N\N)c1O	5.4	-0.8	-8.1	-1.6	-2.6	-24.4	2.5	10.4	-2.0
O=C(OCc1nnc(-c2ccc(Cl)cc2)o1)c1ccc(=O)n(Cc2ccccc2)n1	0.4	7.1	-15.4	-6.3	4.8*	-0.5	1.4	-3.9	-1.4
S=c1nc2c(n[nH]1)c1ccccc1n2CCc1ccccc1	-2.6	.	-3.4	-3.4	-3.9	0.6	-1.1	-5.1	-4.0
Cc1ccc(C)c(Cn2nnc3c(=O)[nH]c(C4CCCN(C(=O)CC(C)C)C4)nc32)c1 (stereo unspecified)	-1.4	-3.0	-38.5	-0.2	-2.0	-15.5	2.0	5.4	.
COc1ccc([N+](=O)[O-])cc1NC(C)C	-1.3	-9.8	-1.8	2.2	-1.3	-11.3	0.0	-11.2	-0.9
Clc1ccccc1-c1nc(-c2ccc(Br)o2)no1	-1.3	30.2	4.7	-0.3	-0.5	-2.8	-0.9	-4.9	-8.4
C#CCOCCOCCOCCNc1nc(N2CCN(C(=O)C([C@@H](C)CC)n3cc(C(N)CC(C)C)nn3)CC2)nc(N2CCN(C(=O)[C@H](CCC(=O)O)n3cc(C(N)Cc4ccc(O)cc4)nn3)CC2)n1 (stereo partly specified)	0.4	47.7	15.6	-2.0	-3.6	-44.6	1.4	-22.7	.
O=C(Cn1c(=O)c2cccn2c2ccccc21)NCc1cccc(F)c1	-0.7	-9.6	-6.3	-2.6	-3.6	-2.8	-0.2	1.1	0.8
CCCc1nc(SCC(=O)Nc2nc3c(s2)CCCC3)c2ccccc2n1	-0.7	58.0	-13.2	-1.9	-2.6	14.4	-0.5	-7.4	-8.8
CCCNCc1cc(OCC)c(OCC(N)=O)cc1Br	1.4	5.4	-3.6	-2.5	0.0	0.9	0.2	-3.3	-4.1
COc1ccccc1N1CCN(C(=O)CC2NC3CCCCC3NC2=O)CC1 (stereo unspecified)	-0.2	18.1	-7.2	-4.0	-1.8	0.4	0.8	-9.2	.
CCOc1cccc(C2C(C(=O)c3ccc(C)o3)=C(O)C(=O)N2Cc2ccccc2)c1 (stereo unspecified)	.	.	-34.1	-0.3	-0.1	62.0*	.	1.2	-0.9
N#CC1=C(N)N(c2ncn[nH]2)C2=C(C(=O)CCC2)C1c1ccc(F)cc1 (stereo unspecified)	1.0	2.1	-6.2	0.5	-0.5	25.7	-0.5	6.7	-1.1
CC1(C)CC(CNCCC(c2ccc(F)cc2)c2ccco2)CCO1 (stereo unspecified)	1.7	24.8	7.9	2.9	-0.6	-12.9	1.4	27.9*	-6.7
COc1ccccc1N(CC(=O)Nc1ccc2c(c1)OCCO2)S(=O)(=O)c1ccc(C)cc1	0.7	35.9	-37.0	-3.7	-6.0	14.8	1.1	-4.1	-5.2
Cc1ccc(Nc2nc(CSc3nnc(-c4ccncc4)n3-c3ccccc3C)cs2)cc1	-3.8	-2.4	-27.3	0.7	-0.7	-5.0	-0.8	-3.1	-5.4
COc1ccc(O)c(C(=O)c2cnc3c(c2)c(C)nn3C)c1	0.9	27.0	-13.2	-1.4	-1.6	-10.5	1.7	-6.4	-8.3
Cc1ccc(S(=O)CCNC(=O)Cc2ccccc2)cc1 (stereo unspecified)	0.8	43.1	-5.3	-1.9	-1.7	-13.0	0.8	3.8	-6.8
CCCCN(C)CCCNC(=O)c1cc(-c2cccnc2)nc2ccccc12	0.4	38.1	1.0	-0.8	-2.2	-0.1	0.5	-5.8	-3.9
CCC(=O)N1CCN=C1SCc1c(F)cccc1Cl	-0.4	38.2	-7.1	-1.9	-2.0	-8.6	0.7	-8.4	1.3
Cc1cc(Cl)c2oc(C(=O)N(C)CCCCN3CCOCC3)c(C)c2c1	0.8	-15.7	-2.2	3.5	-1.2	-31.4	0.3	-9.7	1.9
Fc1ccccc1/C=C1\CCCC2=C1Nc1nnnn1C2c1ccccc1F (stereo unspecified)	-0.4	-31.5	-2.9	-1.9	-1.6	-6.7	0.6	0.1	-5.7
CS(=O)(=O)c1cccc(C(=O)Nc2cccc(-c3nc4ccccc4[nH]3)c2)c1	-1.8	18.4	-13.7	3.2	-3.2	3.5	0.4	0.4	2.8
Nc1nc2ncc(C(=O)c3cc(Cl)cc(Cl)c3O)cc2s1	-0.2	24.6	-7.2	-0.7	-4.5	17.7	-0.6	-9.9	-4.0
COC(=O)c1sc(N2CCN(c3ccc(Cl)cc3)CC2)nc1N	3.3	-24.6	-4.8	-1.9	0.7	4.7	4.0	15.5	-9.3
Cc1ccc(-n2nc3c(c2NC(=O)c2ccc(OC(C)C)cc2)CS(=O)C3)cc1 (stereo unspecified)	-1.6	-0.4	-8.2	-1.4	-1.1	-8.0	1.1	-7.4	-4.8
Cc1cccc(C)c1NC(=O)c1sc(N)nc1-c1ccccc1	-2.1	15.9	-10.2	-2.5	-1.8	-5.3	-0.6	-3.1	-2.5
Fc1cccc(CN2CCN(Cc3nc(CCc4ccccc4)no3)CC2)c1	-0.3	9.7	-6.7	-2.7	-3.0	3.7	-0.3	-13.2	-5.5
COc1ccc(S(=O)(=O)N2CCC(C(=O)NCC3CC3)CC2)cc1	0.9	50.8	-5.7	-1.9	-1.3	6.7	0.2	-6.5	-8.7
Cc1cc(C)cc(NC(=O)CSc2nc3ccncc3[nH]2)c1	0.2	6.7	12.5	0.9	-1.1	-12.1	5.3	12.1	.
CCn1c(CNC(=O)c2cccc(C)c2)nnc1SCC(=O)Nc1nnc(C)s1	0.3	39.2	-31.9	-5.0	-4.0	9.2	-1.2	-5.0	-5.2
CN(C/C=C/c1ccccc1[N+](=O)[O-])Cc1ccccc1	-1.5	23.5	12.2	-1.6	-2.3	2.6	-0.5	-5.8	-8.6
COC(OC)c1ccnc(-c2ccc(OC(=O)c3ccc(F)cc3)cc2)n1	1.3	31.7	-14.6	-1.3	-2.1	-14.6	3.3	-1.5	-6.2
Cn1nnnc1-c1cc(Br)ccc1NC(=O)c1ccccc1	0.2	4.4	0.3	-1.5	-2.1	-5.6	0.0	-7.9	-2.9
COc1ccc(-n2nc(C(=O)NCC(=O)Nc3ccc(F)cc3)c3ccccc3c2=O)cc1	-1.2	43.3	-7.4	-4.3	-2.5	-6.8	0.6	3.4	-5.8
Cc1ccc(OCC(=O)Nc2cccc(O)c2)cc1C	0.3	16.5	-8.9	-0.5	0.1	-0.2	1.8	1.0	-4.1
Cc1cccc(OCCN2CCOCC2)c1C	0.2	.	-2.7	-2.5	-4.3	4.3	0.8	-3.0	-10.5
CCC(C)(C)NC(=O)c1cc(S(=O)(=O)N2CCCCC2)ccc1N1CCOCC1	-1.7	20.1	-24.7	-2.6	-5.3	1.0	0.1	10.0	-5.7

Of the compounds above, 3 contain bromine:
SMILES	OXTR agonist	PHOSPHO1 block	FID counter	VIM-2 inh	IMP-1 inhibitor	HCV NS3 hel inh	V1aR counter	GPR7 antagonist	GalR3 antag
Clc1ccccc1-c1nc(-c2ccc(Br)o2)no1	-1.3	30.2	4.7	-0.3	-0.5	-2.8	-0.9	-4.9	-8.4
CCCNCc1cc(OCC)c(OCC(N)=O)cc1Br	1.4	5.4	-3.6	-2.5	0.0	0.9	0.2	-3.3	-4.1
Cn1nnnc1-c1cc(Br)ccc1NC(=O)c1ccccc1	0.2	4.4	0.3	-1.5	-2.1	-5.6	0.0	-7.9	-2.9

Carrying on:
SMILES	OXTR agonist	PHOSPHO1 block	FID counter	VIM-2 inh	IMP-1 inhibitor	HCV NS3 hel inh	V1aR counter	GPR7 antagonist	GalR3 antag
Cc1ccc(C)c(OCCCCn2cnc3ccccc3c2=O)c1	-1.1	-2.7	-19.0	-3.0	-3.7	1.6	-0.6	8.8	-8.0
CCC(C)n1c(SCC(=O)NC(=O)c2cccn2C)nc2ccccc2c1=O (stereo unspecified)	-1.4	-10.2	-22.8	-3.1	-2.4	0.4	1.7	-8.1	6.0
CN(C)c1ccc(/C=N/NS(=O)(=O)c2ccc(Br)cc2)cc1	0.1	-29.1	0.7	-2.7	-4.3	-12.0	-0.7	-8.0	6.3
COC(=O)c1cc(-c2cc(OC)ccc2OC)nc2c1c(=O)n(C)c(=O)n2Cc1ccccc1	0.1	40.5	-12.1	0.9	0.4	-8.8	0.0	-14.5	-8.6
CC(C)CN(C(=O)c1ccc(F)cc1F)c1c(N)n(CC(C)C)c(=O)[nH]c1=O	1.2	23.9	-4.0	-4.2	-2.7	3.0	-0.2	7.5	-7.2
COc1cc2c(cc1NC(=O)C(C)OC(=O)/C=C/c1ccc(OC(F)F)cc1)oc1ccccc12 (stereo unspecified)	-0.4	-17.2	-1.9	-2.2	-2.3	4.7	0.6	-8.9	-2.8
Cc1ccc(CS(=O)(=O)CCC(=O)NCc2ccccn2)cc1	-1.7	15.0	1.4	-5.9	-4.5	8.1	0.3	-11.9	1.7
Cc1cccc(S(=O)(=O)NNC(=O)c2cc(-c3ccc(F)cc3)nc3ccccc23)c1	-2.6	12.0	-12.5	-2.7	-1.9	-16.3	-0.3	-18.9	7.2
C[C@@H]1CN(Cc2nc(-c3ccc(Cl)cc3)no2)C[C@H](C)O1	1.6	20.8	-10.1	-4.2	-2.2	9.0	0.0	-2.2	-2.2
COc1ccc(NC(=O)C2CCN(S(=O)(=O)c3ccc4c(c3)NC(=O)CO4)CC2)cc1	-0.4	22.3	-32.9	-1.9	-0.9	-1.3	-0.4	5.1	-8.0
COC(=O)CCNC(=O)Cn1cnc2sc3c(c2c1=O)CCCC3	-0.6	-7.7	-10.6	-3.0	-1.6	-1.6	-0.5	1.0	-4.1
CCCC(=O)Nc1ccc2c(c1)Cc1ccccc1-2	0.5	19.0	-10.9	-1.9	-2.9	-4.1	1.3	25.2*	-3.9
Cc1cc(Cl)c2oc(C(=O)NCCN3CCCCC3CO)c(C)c2c1 (stereo unspecified)	-1.0	37.7	-5.4	2.3	-3.5	-7.5	0.1	-19.8	1.3
O=C(Nc1ccccc1Cl)/C(Cl)=C(\Cl)S(=O)c1ccccc1 (stereo unspecified)	-1.8	8.1	-18.8	-2.1	-1.8	-1.6	1.2	23.4*	16.2*

Bioassay records as filed in PubChem BioAssay.
